Rat MKP-3 inhibitors = MKP-3 phosphatase inhibitors, primary screen, biochemical, rat enzyme, in vitro (AID 425). 110,000 compounds, 0.17% hits. recombinant MKP-3 phosphatase activity, fluorescence; higher % means a stronger effect. inhibition, % at 20 µM; hits with a dose series show IC50 in µM; in the data active = inhibition above about 50%;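 also: plate controls were vehicle for no effect and reference inhibitor for full effect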
Hsp70 displacement = small molecules displacing fluorescent ligand from Hsp70 – biochemical, fluorescence polarization, primary screen (AID 583). displacement, % at 20 µM, or IC50 in µM where a hit was titrated. Hsp70 fluorescence polarization probe displacement, mP; higher % means a stronger effect. 140,000 compounds, 0.06% hits; in the data active = displacement above about 50%;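 also: plate controls were vehicle for no effect and reference ligand for full effect; a part of the inactive calls stands beside numbers as strong as those of hits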
The depositor's hits bear a star; x = no result given; & = joins results of further samples. This is a subset, so the mix of outcomes need not match the whole.

SMILES	Rat MKP-3 inhibitors	Hsp70 displacement
COc1ccc(Cn2c(C)cc3c(c2=O)C(c2cccs2)C(C#N)=C(N)O3)cc1OC (stereo not drawn)	x	5.2%
c1ccc(Cn2c(CNc3nc4ccccc4n3CCN3CCOCC3)nc3ccccc32)cc1	-9%	2.5%
CC1(C)C2CCC1(C)C(NC1=NCCC1)C2 (stereo not drawn)	-2%	-1.7%
O=C(Nc1ccc(N2CCOCC2)cc1)C1CCCN(S(=O)(=O)c2cccc(C(F)(F)F)c2)C1 (stereo not drawn)	-12%	-3.2%
O=S(=O)(Nc1cccnc1)c1ccc(F)cc1	5%	-4.6%
CCn1c(COc2cccc(OC)c2)nnc1SCC(=O)Nc1ccccc1C(=O)OC	-6%	-4.9%
COc1nc(Nc2ccc(C(C)C)cc2)nc(OC)n1	x	-4.0%
Cc1cccc(-n2ncc3c(NCc4ccccn4)ncnc32)c1	-2%	-3.6%
CCCn1c(=N)c(C(=O)NCC2CCCO2)cc2c(=O)n3cccc(C)c3nc21 (stereo not drawn)	-12%	6.9%
Cc1ccc(C(=O)NCCNc2ccc([N+](=O)[O-])cc2Cl)cc1	0%	-0.1%

5 compounds picked at random from the list so far, as already listed:
SMILES	Rat MKP-3 inhibitors	Hsp70 displacement
Cc1ccc(C(=O)NCCNc2ccc([N+](=O)[O-])cc2Cl)cc1	0%	-0.1%
COc1nc(Nc2ccc(C(C)C)cc2)nc(OC)n1	x	-4.0%
CCCn1c(=N)c(C(=O)NCC2CCCO2)cc2c(=O)n3cccc(C)c3nc21 (stereo not drawn)	-12%	6.9%
COc1ccc(Cn2c(C)cc3c(c2=O)C(c2cccs2)C(C#N)=C(N)O3)cc1OC (stereo not drawn)	x	5.2%
CCn1c(COc2cccc(OC)c2)nnc1SCC(=O)Nc1ccccc1C(=O)OC	-6%	-4.9%

(list continues)
SMILES	Rat MKP-3 inhibitors	Hsp70 displacement
CC(NC(=O)Cc1c(F)cccc1Cl)C1CCCO1 (stereo not drawn)	x	-2.5%
c1ccc(CCc2nn3c(C4COc5ccccc5O4)nnc3s2)cc1 (stereo not drawn)	-5%	-3.9%
Brc1ccc(C2=CC(c3cccs3)n3ncnc3N2)cc1 (stereo not drawn)	x	33%
Cn1c(SCC(=O)N2CCCc3ccccc32)nnc1-c1ccco1	-10%	4.3%
CC(C)n1c(NCc2nc3ccccc3n2C)nc2ccccc21	0%	1.9%
COCCCn1c(SCc2nnc(-c3ccc(OC)c(OC)c3)o2)nnc1-c1ccncc1	x	-1.9%
Cc1cc(NC(=O)CSc2nnc(-c3ccco3)n2CC2CCCO2)no1 (stereo not drawn)	3%	-4.8%
COc1cc(C(=S)N2CCOCC2)ccc1OC(=O)c1ccccc1	0%	-4.8%
Cc1cccc2c1NC(C)CC2C (stereo not drawn)	-5%	0.8%
CCCN1C(=O)c2cc(C(=O)Nc3ccccc3CC)ccc2C1O (stereo not drawn)	-7%	3.3%

Reprinted from the part before: 4 compounds, followed by the next part.
SMILES	Rat MKP-3 inhibitors	Hsp70 displacement
Cc1cc(NC(=O)CSc2nnc(-c3ccco3)n2CC2CCCO2)no1 (stereo not drawn)	3%	-4.8%
COc1cc(C(=S)N2CCOCC2)ccc1OC(=O)c1ccccc1	0%	-4.8%
Cc1cccc2c1NC(C)CC2C (stereo not drawn)	-5%	0.8%
CCCN1C(=O)c2cc(C(=O)Nc3ccccc3CC)ccc2C1O (stereo not drawn)	-7%	3.3%
COC(=O)c1ccccc1NC(=O)Cn1cnc2c(cnn2-c2ccccc2)c1=O	4%	5.7%
CC(=O)c1ccc(Oc2ccc(C(C)=O)cc2)cc1	-3%	0.3%
CC(=O)N1CCN(c2ccc(Oc3nc(-c4ccccc4)nc4ccccc34)cc2)CC1	4%	2.1%
CCOC(=O)CC(NS(=O)(=O)c1ccc(NC(C)=O)cc1)c1ccc(OCC)cc1 (stereo not drawn)	-1%	3.5%
O=C(NNC(=O)c1cc2ccccc2oc1=O)c1ccccc1	-2%	1.4%
CC(=O)c1cccc(N2C(=O)c3ccc(Oc4ccc([N+](=O)[O-])cc4)cc3C2=O)c1	5%	1.0%
COc1cccc(-c2cc(C(=O)N3CCN(c4ncccn4)CC3)c3ccccc3n2)c1	-5%	2.0%
Cc1nnc(SC(C)C(=O)Nc2ccc3c(c2)OCCO3)s1 (stereo not drawn)	3%	0.3%
CN1CCN(CCOCCOc2ccc(Cl)cc2)CC1	2%	5.0%
CCCC(=O)Nc1ccc(Cl)c(NC(=O)c2ccc(Br)o2)c1	-10%	2.7%
COc1cccc(N2C(=O)CC(N3CCC(c4nc5ccccc5[nH]4)CC3)C2=O)c1 (stereo not drawn)	-12%	-2.3%
O=C(NCC(=O)N(c1cccnc1)C(C(=O)NC1CCCCC1)c1cccnc1)c1ccco1 (stereo not drawn)	-5%	0.4%
CCCCN(C)CCNC(=O)c1c[nH]c2ccc(S(=O)(=O)N(CC)CC)cc2c1=O	-1%	9.9%
Cc1cccc(-c2nnc3sc(-c4ccccc4)nn23)c1	-8%	3.1%
C=CCn1c(Cc2csc(N)n2)nnc1SCC(=O)OCC	-5%	-1.9%
Cc1oc(-c2cccs2)nc1CS(=O)CC(=O)NCCc1ccccc1 (stereo not drawn)	-6%	-6.1%
CCOc1cc(C2C3=C(CC(C)(C)CC3=O)Nc3ccccc3N2C(C)=O)ccc1O (stereo not drawn)	4%	1.2%
c1ccc2sc(-c3ccc4c(c3)OCO4)nc2c1	-8%	2.2%
O=C(Nc1ccc2c(c1)C(=O)OC2)NC1CCCCC1	0%	0.4%
CCC(C)NC(=O)c1cc2cc3ccc(OC)cc3nc2s1 (stereo not drawn)	x	-5.8%
O=[N+]([O-])c1cccc(S(=O)(=O)N2CCOCC2)c1	-2%	-3.4%
COC(=O)/C(=C\Nc1ccccc1N)c1ncc(C(F)(F)F)cc1Cl	x	-2.5%
Cc1cccnc1NC1OC(=O)c2ccccc21 (stereo not drawn)	x	6.3%
Cc1ccc(S(=O)(=O)Cc2cccc(C(=O)N3CCOCC3)c2)cc1	0%	1.3%
O=C(N/N=C/c1ccc(-c2ccccc2[N+](=O)[O-])o1)Nc1ccccc1	11%	-1.5%
CCOc1ccc(/C=C2\C(=O)NC(=O)N(c3ccccc3C)C2=O)cc1Cl	-2%	5.0%
COc1ccc(C(=O)CC(=O)O)c2c1C=CC(C)(C)O2	-4%	2.8%
CCOCCCNC(=O)CCNC(=O)c1cc(OC)c(OC)c(OC)c1	5%	0.2%
CCn1c(SCc2ccc(C#N)cc2)nnc1-c1cccc(Cl)c1	-15%	0.3%
COc1ccc(S(=O)(=O)Nc2cc([N+](=O)[O-])ccc2C)cc1	0%	-2.0%
O=C(CC1CCCCC1)Nc1c2c(nn1-c1ccc(F)cc1)CS(=O)(=O)C2	-2%	-4.5%
Cc1cc(C)c(C(=O)c2ccc(C(=O)NC(C)(C)C)cc2)c(C)c1	x	-5.1%
CCn1cc(C(=O)Nc2ccccc2C(=O)OC)c(=O)c2ccc(C)nc21	1%	-6.2%
NC(=S)Nc1nc2ccccc2[nH]c1=O	x	-2.1%
CCN(CC)S(=O)(=O)c1cccc(S(=O)(=O)c2cccc(S(=O)(=O)N(CC)CC)c2)c1	-12%	0.7%
CCC(=O)N1CCc2cc(S(=O)(=O)CCC(=O)NCCc3ccc(OC)c(OC)c3)ccc21	-2%	-4.8%
Cc1sc(NC(=O)CCCOc2ccc(Cl)cc2Cl)c(C#N)c1C	0%	6.0%
COc1ccccc1OCc1nc2c3c(-c4ccccc4)c(-c4ccccc4)oc3ncn2n1	0%	7.1%
Cc1ccc(NC(=O)CCN2CCc3ccccc3C2)cc1	1%	5.5%
COc1ccc(CCn2c(N)c(C#N)c3nc4ccccc4nc32)cc1OC	0%	-2.3%
COc1ccccc1N1C(=O)c2ccc(C(=O)Nc3cc(C(=O)O)ccc3C)cc2C1=O	3%	2.7%
O=C(NC1=NCCS1)c1cccc(S(=O)(=O)N2CCCCC2)c1	-1%	-1.2%
C=CCNC(=O)c1ccccc1NS(=O)(=O)c1ccccc1	-7%	2.2%
OC(COc1ccc(OCC(O)CN2CCCCCC2)cc1)CN1CCCCCC1 (stereo not drawn)	-7%	-0.4%
CCN(CC)c1ccc(/C=C2\C(=O)NC(=O)N(c3ccc(OC)cc3)C2=O)c(OC)c1	-3%	-3.6%
Cc1ccc(C(=O)CC2(O)C(=O)N(C)c3ccccc32)cc1 (stereo not drawn)	-4%	1.6%
CCOc1ccc(-n2c(-c3ccco3)n[nH]c2=S)cc1	-16%	-0.4%
Cc1c(C(=O)Nc2ccc(Nc3ccccc3)cc2)cccc1[N+](=O)[O-]	6%	-3.0%
COCCNCC(=O)NCC12CC3CC(CC(C3)C1)C2	4%	2.0%&-0.4%
Cc1cccc(N2C(=O)CSC23C(=O)Nc2ccccc23)c1 (stereo not drawn)	2%	3.3%

Later entries
SMILES	Rat MKP-3 inhibitors	Hsp70 displacement
O=S(=O)(c1ccc2c(c1)C(=NO)c1cc(S(=O)(=O)N3CCCCC3)ccc1-2)N1CCCCC1	-1%	-1.8%
CNC(=O)c1c(C)nc(SCC(=O)NCc2ccc(OC)cc2)c(C#N)c1-c1ccco1	-3%	-0.8%
CN(c1ccc(C(=O)N2CCCCC2)cc1)S(C)(=O)=O	-4%	8.9%
C=CCn1c(SCCOc2ccccc2)nnc1C(C)NC(=O)c1ccccc1 (stereo not drawn)	x	0.7%
COc1cc(/C=C2/C=C(c3ccccc3)OC2=O)ccc1C	6%	-2.8%
CC1CCN(S(=O)(=O)c2ccc3c(c2)CCN3C(=O)CCC(=O)O)CC1	-2%	-3.4%
CCN(CC)C(=O)CSc1nnc(-c2ccccc2)n1-c1ccccc1	-5%	2.7%
COc1ccc(CC(C)CC(=O)NCCc2ccc(OC)c(OC)c2)cc1 (stereo not drawn)	-5%	1.9%
CCOC(=O)c1cn2c3c(c(F)c(F)cc3c1=O)SC(N1CCOCC1)=N2	x	-11%
O=c1c2ccccc2ncn1C1CCCCC1	3%	-2.3%
COc1cccc(C(=O)Nc2cc(-c3nc4cc(Cl)cc(Cl)c4o3)ccc2C)c1	-9%	-0.4%
CCOC(=O)C1CCN(Cc2c(F)cccc2Cl)CC1	-13%	-4.1%
COCCCNC(=O)CCc1ccc(S(=O)(=O)Nc2ccc(C)cc2)cc1	x	2.3%
COc1ccc(/C=C2\C(=O)NC(=S)N(c3ccc(Br)cc3C)C2=O)cc1OC	2%	-2.2%
COc1cccc(-n2c(SCc3c(C)noc3C)nnc2-c2cccc(S(=O)(=O)N(C)C)c2)c1	-15%	-0.3%
C#CCOc1ccc(Cl)cc1/C=N/O	-7%	-1.7%
COc1ccc(-n2c(Cc3cccn3C)nnc2SCC(=O)Nc2cccc(Cl)c2)cc1	-2%	-7.0%
Cc1ccc(-n2c(Cc3cccn3C)nnc2SCC(=O)Nc2cc(C)on2)cc1	-9%	0.1%
O=C1NC(=S)NC(=O)C1=Cc1ccc(Cl)cc1Cl	-1%	3.7%
Cc1cc(C)cc(CC2CC(=O)N(c3ccc([N+](=O)[O-])cc3)C2=O)c1 (stereo not drawn)	-3%	0.4%
CC1(C)CC(=O)c2cc(OCC(=O)N3CCCCCC3)ccc2O1	x	1.8%
COc1ccc(/C=C/C(=O)NC(=S)Nc2c(C)cc(C)cc2[N+](=O)[O-])cc1OC	0%	5.2%
CCOC(=O)C1=C(C)N=c2s/c(=C\c3ccccc3)c(=O)n2C1c1ccc(F)cc1 (stereo not drawn)	1%	-2.8%
COc1cc2ccccc2cc1C(=O)Nc1ccc(F)c([N+](=O)[O-])c1	-1%	3.5%
CC(=O)N1c2ccccc2C(C)=CC1(C)C	-3%	-1.1%
O=C(Nc1ccc(Cl)c(Cl)c1)c1cccc([N+](=O)[O-])c1	-2%	9.4%

Full records as entered above. Order of screens: Rat MKP-3 inhibitors | Hsp70 displacement
CC(=O)N1c2ccccc2C(C)=CC1(C)C across the screens: -3% | -1.1%
CCOC(=O)C1=C(C)N=c2s/c(=C\c3ccccc3)c(=O)n2C1c1ccc(F)cc1 (stereo not drawn) across the screens: 1% | -2.8%
CC1(C)CC(=O)c2cc(OCC(=O)N3CCCCCC3)ccc2O1 across the screens: x | 1.8%
COc1cc2ccccc2cc1C(=O)Nc1ccc(F)c([N+](=O)[O-])c1 across the screens: -1% | 3.5%
O=C(Nc1ccc(Cl)c(Cl)c1)c1cccc([N+](=O)[O-])c1 across the screens: -2% | 9.4%
